# NPSR antagonist – qHTS Assay for Antagonists of the Neuropeptide S Receptor: cAMP Signal Transduction; Q6W5P4; CHO-NPSR cells, cAMP TR-FRET, antagonist mode; Potency, µM (highest dose often 38.3 µM), for inactives: at the top dose activity change, negative = inhibition, actives largely listed as inhibitors; 1% of 220,000 active; AID 1461, 2008; note: potency is the fitted concentration of half-maximal effect; % is set by controls: 0 for no effect and ±100 for the full control effect; nearly all actives have a fitted effect of over 50% in size; many of its hits are not listed in these tables
# Target sequence (Q6W5P4 whole entry, looked up): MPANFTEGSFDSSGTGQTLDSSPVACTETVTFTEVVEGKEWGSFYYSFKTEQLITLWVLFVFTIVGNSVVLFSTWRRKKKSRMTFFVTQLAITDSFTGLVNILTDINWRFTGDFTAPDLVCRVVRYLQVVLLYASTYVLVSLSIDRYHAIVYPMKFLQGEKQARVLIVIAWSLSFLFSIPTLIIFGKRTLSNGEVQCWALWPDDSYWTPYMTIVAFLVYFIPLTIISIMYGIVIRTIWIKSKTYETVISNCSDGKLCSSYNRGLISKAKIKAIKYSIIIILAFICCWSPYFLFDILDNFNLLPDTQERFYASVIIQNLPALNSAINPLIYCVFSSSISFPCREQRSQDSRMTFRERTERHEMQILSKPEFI
# IMPase Li cell – qHTS Assay for Identifying the Cell-Membrane Permeable IMPase Inhibitors: Potentiation with Lithium; Potency, µM (doses to about 59.4 µM), for the others: at the top dose activity, negative = IMPase inhibition, actives largely listed as inhibitors; AID 1457, 2008; 0.35% of 210,000 active; CHO-M1 cells, IP1 TR-FRET (IP-One), carbachol + lithium;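 note: IP1 builds up when IMPase is blocked and the TR-FRET signal falls; potency is the fitted concentration of half-maximal effect; plate controls were basal vehicle for no effect and high inhibitor control for full effect; nearly all actives have a fitted effect of over 50% in size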
#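 Concentration–response in CHO-M1 cells, lithium-potentiated; 30 min at 37C. IP1 detected by competitive TR-FRET after 10 min lysis at RT. Hill-fitted AC50.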
# HttQ103 aggreg – qHTS Multiplex Assay to Identify Dual Action Probes in a Cell Model of Huntington: Aggregate Formation (GFP); PC12 HttQ103-GFP aggregates, Acumen cytometry, 40 h; 1.1% of 220,000 active; Potency, µM (highest dose often 46.1 µM), inactives show at the highest dose activity change, negative = inhibition, most hits filed as inhibitors; note: potency is the fitted concentration of half-maximal effect; % is set by controls: 0 for no effect and ±100 for the full control effect; nearly all actives have a fitted effect of over 60% in size
#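 Steps: seed 1500 PC12 HTTQ103-GFP cells/well; add tebufenozide, 100 nM final; add compound titration; add ATPLite reagent; quantify GFP aggregates by laser scanning cytometry.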
# CBFb RUNX1 block – qHTS Assay for Compounds Blocking the Interaction Between CBF-beta and RUNX1 for the Treatment of Acute Myeloid Leukemia. Runt-related transcription factor 1 (Homo sapiens) + Core-binding factor subunit beta …. AlphaScreen CBFb-His/RUNX1-biotin binding, biochemical. Potency, µM (top dose mostly 59.8 µM), for the others: at the highest dose activity, negative = inhibition, most hits filed as inhibitors. 230,000 tested, under 10 active; note: % of control where 0% means no effect
# Target sequence (Q01196 whole entry, looked up): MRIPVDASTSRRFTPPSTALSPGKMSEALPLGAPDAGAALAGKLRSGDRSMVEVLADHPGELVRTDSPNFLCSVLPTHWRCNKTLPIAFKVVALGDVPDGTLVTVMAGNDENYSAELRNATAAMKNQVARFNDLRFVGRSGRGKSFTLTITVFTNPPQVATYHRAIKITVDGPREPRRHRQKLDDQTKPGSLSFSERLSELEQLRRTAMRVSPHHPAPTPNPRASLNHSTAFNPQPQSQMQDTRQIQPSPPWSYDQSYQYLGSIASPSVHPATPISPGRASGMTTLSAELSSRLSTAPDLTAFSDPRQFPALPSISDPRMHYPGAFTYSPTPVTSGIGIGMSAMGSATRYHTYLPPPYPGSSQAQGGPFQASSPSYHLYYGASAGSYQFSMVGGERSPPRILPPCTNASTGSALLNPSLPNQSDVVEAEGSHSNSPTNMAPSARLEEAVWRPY
# Target sequence (Q13951 whole entry, looked up): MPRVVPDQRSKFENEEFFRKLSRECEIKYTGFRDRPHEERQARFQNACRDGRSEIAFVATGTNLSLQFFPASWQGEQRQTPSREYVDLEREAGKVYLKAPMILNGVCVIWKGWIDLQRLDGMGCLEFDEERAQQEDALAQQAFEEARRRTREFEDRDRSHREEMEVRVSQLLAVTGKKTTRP
#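 Read-out: AlphaScreen. Format: His-CBF-beta with biotinylated RUNX1 (30 nM each) preincubated 20 min, compound 15 min, Ni-chelate plus streptavidin beads 90 min; room temperature throughout.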
# Lamin A splicing – qHTS Assay for Modulators of Lamin A Splicing; HeLa LMNA splicing GFP/RFP minigene ratio, 48 h; Potency, µM (highest dose often 46.1 µM), without a hit: at the highest dose ratio change, negative = inhibition, most hits filed as inhibitors; 0.01% of 200,000 active; AID 1487, 2009; active = well fitted inhibition curve with a large enough effect in the signal ratio, with a control signal flat, not every such curve was filed as active; inconclusive = small, poorly fitted or top-dose-only effect, or effect the other way, or a change in a side signal; the % refers to the signal ratio; note: potency is the fitted concentration of half-maximal effect; % is set by controls: 0 for no effect and ±100 for the full control effect
#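 Read-out is the ratio of GFP to DsRed2 object intensity, acquired by 488 nm laser-scanning cytometry on HeLa lamin A-EGFP minigene reporter cells. Compound incubation 48 hrs at 37 °C in Opti-MEM with 2% FBS; DMSO 0.5% final.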
# KinaseGlo FLuc – Counterscreen for Luciferase (Kinase-Glo TM) Inhibition; Luciferin 4-monooxygenase (Photuris pensylvanica), Q27757; Kinase-Glo luciferase, ATP luminescence, 8 min; Potency, µM (top dose mostly 38.3 µM), for inactives: at the highest dose activity change, negative = inhibition, usual class: inhibitors; 0.28% of 200,000 active; AID 1379, 2008; note: potency is the fitted concentration of half-maximal effect; % is set by controls: 0 for no effect and ±100 for the full control effect; nearly all actives have a fitted effect of over 60% in size
#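 Luminescence was the read-out, taken after 8-minute incubation at ambient temperature. Luciferase turned over luciferin with 10 uM ATP in imidazole pH 7.2 buffer containing KCl, MgCl2, Tween 20 and BSA.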
# Epigenetic derep – Quantitative High-Throughput Screen for Regulators of Epigenetic Control | murine LDR cells, GFP reporter derepression, 30 h | Potency, µM (top dose mostly 53.9 µM), without a hit: at the top dose GFP activation, actives largely listed as activators | 0.2% of 280,000 active | AID 1865, 2009; note: potency is the fitted concentration of half-maximal effect; % of control where 0% means no effect; nearly all actives have a fitted effect of over 60% in size
#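 GFP-positive cell count by laser-scanning cytometry (objects 20–120 um) after 30 h, 37 C compound exposure of murine LDR cells; reporter is CMV-GFP integrated at a silenced locus, inducible by HDAC or DNMT inhibitors.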
# Numbers without * were called inactive; ? = inconclusive; . = not tested or not shown; & = joins results of further samples; [ ] = remark or other dose. Unless noted, calls come from the whole dose curve; as a rule, active = well fitted curve in the direction sought with a large enough effect; inconclusive = small, poorly fitted or top-dose-only effect, or another doubt; inactive = no such curve, though single readings can be large; an effect the other way counts as inactive or inconclusive. Only part of the results is shown; rates above refer to the full screens.
SMILES,NPSR antagonist,IMPase Li cell,HttQ103 aggreg,CBFb RUNX1 block,Lamin A splicing,KinaseGlo FLuc,Epigenetic derep
COCCN(C(=O)c1ccco1)c1nnc(-c2ccc(OC)c(OC)c2)s1,-3%,9%,10%,1%,2%,-2%,-0.1%
O=C(CCc1ccccc1)Nc1cc(C(=O)O)cc(C(=O)O)c1,-19%,-1%,-2%[9.22 µM],12%,-16%[46 µM],-8%,0.1%
COc1cc(C(=O)Nc2ccc3c(c2)C(=O)N(CCC(=O)O)C3=O)cc(OC)c1OC,11%,7%,-5%,2%,-5%,2%,0.0%
COc1cccc(C2C3=C(N=c4s/c(=C\c5ccc(O)cc5)c(=O)n42)c2ccccc2CC3)c1OC (configuration not stated),-14%[46.1 µM],-6%,22%,0%,-5%,3%,?
COc1cccc(CNC(=O)C2CCCN(S(=O)(=O)c3c(C)[nH]c(=O)[nH]c3=O)C2)c1 (configuration not stated),8%[46.1 µM],7%[38.3 µM],18%,4%,0%,-1%,2.0%
COc1ccc(C2=C(SC)CC2=NC(C)(C)C)cc1,2%,4%,21%,-2%,2%,-1%,0.0%
CC1CCN(C(C(=O)O)c2ccccc2)CC1 (configuration not stated),21%,-9%,-6%,-9%,.,0%,1.1%
O=C1c2ccccc2C(=O)N1CCC(c1ccccc1)c1ccco1 (configuration not stated),?,32%[38.3 µM],14%,12%,-6%,0%,4.1%
COc1ccc(-c2nn(-c3ccccc3)cc2C(=O)NCCCn2ccnc2)cc1,-3%[46.1 µM],1%[38.3 µM],-8%,-1%,-17%,2%,1.0%
CCCCCCCCc1c(O)nc(-n2[nH]c(C)c(CCO)c2=O)[nH]c1=O,12%,-3%,14%,-4%,2%[46 µM],-1%,-1.3%
Cc1[nH]c2ccccc2c1C(=O)C(=O)N1CC=C(c2ccccc2)CC1,20%,-1%,-5%,-3%,?,6%,0.0%
O=C(O)CCC(=O)N1CCN(c2ccc(C(=O)c3ccc(F)cc3)cc2)CC1,-6%[46.1 µM],18%[38.3 µM],-16%,5%,16%,-1%,-1.1%
CCOc1cccc(C(=O)Nc2ccccc2N2CCN(C(=O)C(C)C)CC2)c1,-20%[46.1 µM],-3%[38.3 µM],4%,5%,-5%,-2%,0.0%
Cc1nnc(C)n1/N=C/c1ccc(C(C)C)cc1,-2%[46.1 µM],-23%[38.3 µM],3%,-1%,?,-4%,-1.4%
O=C(N=Nc1c(O)[nH]c2ccccc12)c1cccc(S(=O)(=O)Nc2ccccc2Cl)c1,-30%,0%,2%,3%,-11%[46 µM],-4%,-1.4%
O=C(O)/C=C1\NC(=O)c2ccccc21,-2%[46.1 µM],-1%[38.3 µM],-7%,5%,9%,1%,-1.1%
Cc1cc(C)c(/C=C2\C(=O)Nc3ccccc32)[nH]1,?,22%,3%,?,?,-5%,17%
Cn1c(SCC(=O)c2cc(Cl)c(Cl)s2)nnc1-c1ccco1,35%,.,-13%[9.22 µM],-1%,.,.,1.2%
CN(CC(=O)NC1CCCCCCC1)S(=O)(=O)c1cnc[nH]1,11%,3%,-25%,0%,16%[46 µM],-1%,-0.5%
Cc1cc(C)n(-c2nc3ccccc3n3c(C)nnc23)n1,18%,13%,-15%,-7%,-5%[46 µM],0%,3.2%
CCC12CN3CCN(CC(C3)/C1=N\NC(=O)c1ccc(C(C)(C)C)cc1)C2,7%,-2%,-11%,-6%,?,8%,0.0%
CC(=O)Nc1ccc(Sc2ncccc2C(=O)Nc2cc(Cl)cc(Cl)c2)cn1,-13%[46.1 µM],12%[38.3 µM],18%,5%,0%,-5%,0.0%
COC(=O)c1ccccc1NC(=O)Nc1nnc(N2CCC(C)CC2)s1,-15%[46.1 µM],-4%[38.3 µM],-18%,-2%,-11%,-3%,5.9%&-0.9%
O=c1[nH]c2ccccc2nc1/C=C/c1ccccc1,22%,-2%,-4%[9.22 µM],18%,.,.,3.5%
O=C(O)c1ccc(CSc2nnc(-c3ccncc3)n2-c2ccc(Cl)cc2)cc1,11%,.,-1%,11%,.,.,-2.3%
# (more compounds)
SMILES,NPSR antagonist,IMPase Li cell,HttQ103 aggreg,CBFb RUNX1 block,Lamin A splicing,KinaseGlo FLuc,Epigenetic derep
O=c1c2c3c(sc2n2cnnc2n1Cc1ccccc1)CN(Cc1ccccc1)CC3,?,35%[38.3 µM],-7%,?,-6%,-1%,-1.1%
CC(=O)c1cccc(NC(=O)C2C3C=CC(C3)C2C(=O)O)c1 (configuration not stated),-18%,-11%,17%[9.22 µM],4%,-7%[46 µM],-1%,-0.1%
CCOC(=O)c1c(NC(=O)COC(=O)Cn2c(C)nc3ccccc32)sc2c1CCCC2,-37%,4%,8%,4%,-4%,-2%,0.0%
CN1CCc2c(sc3ncn4nc(-c5ccccc5O)nc4c23)C1,-9%[46.1 µM],58%[activator][38.3 µM],23%,-2%,?,-6%,4.7%
Cc1nn(Cc2ccccc2Cl)c(C)c1N,-7%[46.1 µM],8%[38.3 µM],4%,-3%,-7%,-2%,0.0%
COc1ccc(CCNC(=O)c2cc(-c3ccc(C)c(C)c3O)n[nH]2)cc1OC,?,19%[38.3 µM],29%[1.84 µM],3%,-10%,9%,4.9%
CCCNC(=O)OC[C@H]1O[C@H](CCO/N=C/[C@@H](OC)[C@H](C)/C=C/CC(=O)OC)C=C[C@@H]1Oc1ccc(OC)cc1,-14%,7%,7%,-1%[2.36 µM],-18%,-1%,2.6%
COc1ccc(CC(=O)NCc2n[nH]c(=S)n2C)cc1,-8%,9%,3%[9.22 µM],0%,0%[46 µM],1%,-2.9%
COc1ccc(C(=O)NC2CCN(C(=O)Nc3ccccc3Cl)CC2)cc1,0%,9%,-6%,6%,.,-1%,0.0%
O=C1C2CCCCC2C(=O)N1c1ccc(NC2CCCCC2)c([N+](=O)[O-])c1 (configuration not stated),-36%,14%,5%,9%,?,-2%,0.0%
COc1ccc(C(=O)Nc2cccc(S(C)(=O)=O)c2)cc1,3%,2%,-17%,5%,-7%[46 µM],0%,-4.3%
Cc1ccc(Cn2cnc3ccccc32)cc1,-2%[46.1 µM],33%[38.3 µM],?,0%,?,-6%,0.7%
O=c1nc2ccccc2c2n1CC(CN1CCN(Cc3ccccc3)CC1)N2 (configuration not stated),13%[46.1 µM],-3%[38.3 µM],11%,9%,11%,0%,1.0%
N#CCC(=O)N/N=C/c1ccc(SCC(=O)Nc2ccccc2)o1,6%,-6%,-4%,-5%,?,0%,2.5%
O=C(Cc1ccccc1)Nc1nc2ccccc2s1,-16%[46.1 µM],4%,-16%,5%,0%,1%,-1.2%
COc1ccc(S(=O)(=O)N=C2C=C(C)C(=O)C(C)=C2)cc1,-4%[46.1 µM],8%[38.3 µM],8%,6%,18%,-5%,-1.9%
O=C(NC(C(=O)c1ccccc1)N1CCCCC1)c1ccccc1 (configuration not stated),-21%[46.1 µM],8%[38.3 µM],?,0%,2%,-1%,1.2%
CC(C)c1nc2oc3c(=O)[nH]cnc3c2c2c1COC(C)(C)C2,-7%,.,6%[9.22 µM],4%,.,.,0.1%
Cc1ccc(CSCCNC(=O)c2ccc(N(C)S(=O)(=O)c3ccccc3)cc2)cc1,-21%[46.1 µM],-1%,?,14%,?,5%,-0.9%
O=C(NC(Cc1ccccc1)C(=O)O)c1ccc(S(=O)(=O)N2CCOCC2)cc1 (configuration not stated),4%[46.1 µM],35%[38.3 µM],-1%,3%,9%,-8%,-2.1%
COCCNC(=O)CCc1c(C)nc2nc(-c3cc(OC)cc(OC)c3)nn2c1C,-5%,-2%,14%,-13%,?,0%,-4.4%
C=CCn1c(-c2cccc3ccccc23)n[nH]c1=S,-8%[46.1 µM],12%[38.3 µM],10%,1%,-14%,1%,0.8%
CCCCOc1ccc(C(O)(CC)CCN2CCOCC2)cc1 (configuration not stated),-9%[46.1 µM],10%,-6%,7%,-12%,-1%,1.2%
Cc1c2oc3c(C)ccc(C(=O)NC4C(=O)NC(C(C)C)C(=O)N5CCCC5C(=O)N(C)CC(=O)N(C)C(C(C)C)C(=O)OC4C)c3nc-2c(C(=O)NC2C(=O)NC(C(C)C)C(=O)N3CCCC3C(=O)N(C)CC(=O)N(C)C(C(C)C)C(=O)OC2C)c(N)c1=O (configuration not stated),.,-8%,.,-5%,.,.,0.8%
COc1ccc(Nc2nc3ccccc3c(=O)s2)c(OC)c1,-19%[46.1 µM],0%[38.3 µM],-2%,7%,4%,-1%,-1.3%

# Exported tab-delimited: entries from further up
structure	NPSR antagonist	IMPase Li cell	HttQ103 aggreg	CBFb RUNX1 block	Lamin A splicing	KinaseGlo FLuc	Epigenetic derep
CC(=O)c1cccc(NC(=O)C2C3C=CC(C3)C2C(=O)O)c1 (configuration not stated)	-18%	-11%	17%[9.22 µM]	4%	-7%[46 µM]	-1%	-0.1%
CCOC(=O)c1c(NC(=O)COC(=O)Cn2c(C)nc3ccccc32)sc2c1CCCC2	-37%	4%	8%	4%	-4%	-2%	0.0%
CN1CCc2c(sc3ncn4nc(-c5ccccc5O)nc4c23)C1	-9%[46.1 µM]	58%[activator][38.3 µM]	23%	-2%	?	-6%	4.7%

# Filtered by structure: the compounds so far with an aryl thioether with sulfur outside any ring.
SMILES,NPSR antagonist,IMPase Li cell,HttQ103 aggreg,CBFb RUNX1 block,Lamin A splicing,KinaseGlo FLuc,Epigenetic derep
Cn1c(SCC(=O)c2cc(Cl)c(Cl)s2)nnc1-c1ccco1,35%,.,-13%[9.22 µM],-1%,.,.,1.2%
CC(=O)Nc1ccc(Sc2ncccc2C(=O)Nc2cc(Cl)cc(Cl)c2)cn1,-13%[46.1 µM],12%[38.3 µM],18%,5%,0%,-5%,0.0%
O=C(O)c1ccc(CSc2nnc(-c3ccncc3)n2-c2ccc(Cl)cc2)cc1,11%,.,-1%,11%,.,.,-2.3%
N#CCC(=O)N/N=C/c1ccc(SCC(=O)Nc2ccccc2)o1,6%,-6%,-4%,-5%,?,0%,2.5%

# Compound activity as filed in PubChem.
